Mtb RmlCD inh – M. tuberculosis RmlC/RmlD coupled enzyme inhibitors, primary screen, biochemical, compound mixtures, 384-well, from 1536-well plates; dTDP-4-dehydrorhamnose reductase (Mycobacterium tuberculosis (strain ATCC 25618 / H37Rv)) …; RmlC+RmlD coupled enzyme assay, percent inhibition; primary screen in compound mixtures; inhibition, % at 3.6 µM; 160,000 tested, 0.03% active; AID 1533, 2009; in the data active = inhibition mostly above about 34%, no sharp cut-off; inconclusive = no clear call, values can overlap the other calls; inactive = mostly below about 22%; also: some results filed as inactive read as strong as hits
Target sequence (P9WH09 whole entry, looked up): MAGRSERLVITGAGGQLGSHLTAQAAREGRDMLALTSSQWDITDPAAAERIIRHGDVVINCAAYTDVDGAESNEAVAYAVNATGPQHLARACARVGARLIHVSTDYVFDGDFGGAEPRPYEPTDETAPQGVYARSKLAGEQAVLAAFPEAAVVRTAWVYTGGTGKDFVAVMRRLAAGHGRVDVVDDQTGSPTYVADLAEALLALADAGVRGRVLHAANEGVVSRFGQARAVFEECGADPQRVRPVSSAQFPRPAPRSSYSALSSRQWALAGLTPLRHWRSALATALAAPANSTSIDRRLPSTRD
Target sequence (P9WH11 whole entry, looked up): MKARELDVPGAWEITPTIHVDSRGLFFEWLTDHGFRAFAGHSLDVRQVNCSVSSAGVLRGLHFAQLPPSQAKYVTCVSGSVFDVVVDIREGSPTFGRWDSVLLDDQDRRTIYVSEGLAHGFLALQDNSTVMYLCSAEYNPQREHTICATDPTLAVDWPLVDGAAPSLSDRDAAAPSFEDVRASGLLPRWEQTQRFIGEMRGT
M. tuberculosis GlmU – inhibition of mycobacterial GlmU enzyme – biochemical, glucosamine-1-phosphate acetyltransferase (AID 1376); M. tuberculosis GlmU acetyltransferase enzyme assay; higher % means a stronger effect; inhibition, %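 (tested at 30 µM in the primary screen)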; hits with a dose series show IC50 in µM; 220,000 tested, 0.25% active; in the data active = inhibition above about 13%; inconclusive = no clear call, values can overlap the other calls;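 also: 0% = complete reaction with vehicle and 100% = reaction without substrate; strong numbers were not always called active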
* hit, by the source's call; u = inconclusive; x = no result given. Not all compounds are listed (hit frequency here may not be typical).

SMILES	Mtb RmlCD inh	M. tuberculosis GlmU
CC(=O)Nc1ccc2nc(NC(=O)c3cccnc3)sc2c1	-10.1	-3.6%
CCOc1ccc(NC(=O)CN(C)CC(=O)NC(C)c2ccccc2)cc1OCC (stereo not given)	-15.9	0.7%
N#Cc1c(NC(=O)CSc2nnc(-c3ccccc3O)n2-c2ccccc2)sc2c1CCCC2	-8.6	7.0%
CC(=O)Oc1ccc(-c2nc(-c3cccnc3)no2)cc1	-3.1	2.6%
O=C(OCC(=O)N1CCc2ccccc21)c1ccccn1	5.2	-2.9%
CCOc1ccc2ccccc2c1C1NC(=S)N(C)C(C)=C1C(=O)OC (stereo not given)	5.4	-1.8%
CCOC(=O)c1c(C)nc2sc3c(=O)n(-c4ccc(C(C)=O)cc4)nnc3c2c1-c1ccc(Cl)cc1	x	-1.9%
COc1ccc(NC(=O)c2c(Cl)n(C)c3ccccc23)cc1	x	1.2%
COc1cc(C)c(Br)cc1S(=O)(=O)NCc1ccncc1	-11.8	-2.5%
CC(=O)Nc1ccc2nc(NC(=O)COc3ccc(C)cc3)sc2c1	-13.9	-1.4%
CN1C(=O)/C(=C/c2cccc(Cl)c2)Sc2ccc(C(=O)NCc3cccnc3)cc21	-1.6	0.0%
COc1ccccc1NC(=O)CSc1nnc(-c2ccc(C)cc2)o1	x	4.0%
CC1=C(C(=O)N2CCOCC2)C(c2c(C)cc(C)cc2C)NC(=S)N1 (stereo not given)	-15.1	-4.5%
COCCN(Cc1cc2cc(C)cc(C)c2nc1Cl)C(=O)Nc1ccccc1	-4.8	-0.6%
O=C(O)C1C(c2ccccc2)C(C(=O)Oc2ccccc2)C1c1ccccc1 (stereo not given)	4.0	1.9%
CCNC(=S)N1CCN(CC(=O)Nc2ccc(OC)cc2)CC1	x	0.4%
O=C(NCCc1ccccc1Cl)C1CCN(S(=O)(=O)c2cccs2)CC1	x	-1.7%
Cn1c(=NC(=O)C2CC2)sc2cc(F)cc(F)c21	3.9	2.3%
CC(C)CCNC(=O)c1ccc(-c2ccccc2)cc1	2.9	-5.2%
COc1cccc(OC)c1C(=O)NC(=S)Nc1ccc(N2CCOCC2)c(Cl)c1	2.4	-1.3%
CCC(=O)c1cc(F)c(N2CCN(C(=O)c3ccco3)CC2)cc1C	7.6	-5.8%
CCn1nc(Cc2cccc3ccccc23)c(C#N)c1N	x	0.3%
Cc1ccccc1Cn1ccc(NC(=O)c2cc3ncc(Br)cn3n2)n1	9.7	5.7%
CC(=O)Nc1ccc(NC(=O)C2CCCN2C(=O)Nc2ccccc2[N+](=O)[O-])cc1 (stereo not given)	6.1	0.0%
COc1ccc(C(=O)NCc2nnc(SCC(=O)N3CCc4ccccc43)o2)cc1OC	12.5	-1.9%
CN1C(=O)C(CC(=O)O)S/C1=N\N=C\c1ccc(O)cc1O (stereo not given)	2.7	-5.3%
CC(C)(C)NC(=O)c1ccc(C(=O)NC(C)(C)C)cc1	7.2	-1.0%
CCOC(=O)C1(Cc2ccc(OC)cc2)CCN(C(=O)CC2CCC(=O)N2)CC1 (stereo not given)	2.1	2.6%
CCn1cc(-c2n[nH]c(=S)n2-c2ccc(C)cc2Br)c(=O)c2ccc(C)nc21	4.1	-1.1%
CCN(c1ccccc1)c1nc2nonc2nc1NCCO	-2.3	-2.1%
Cc1cc(NNC(=O)c2ccccc2)nc(NNC(=O)c2ccccc2)n1	-0.1	-3.9%
CCOc1cc(C(N)=O)cc(Br)c1OC	x	0.0%
CN(C)CCN(Cc1cc2cc3c(cc2[nH]c1=O)OCO3)C(=S)NCC1CCCO1 (stereo not given)	5.0	-5.9%
COCCn1c(=NC(=O)c2ccc(S(=O)(=O)N3CCc4ccccc4C3)cc2)sc2cc(S(N)(=O)=O)ccc21	-3.9	4.9%
C[C@H](NC(=O)c1nc[nH]c1C(=O)NCC(=O)OC(C)(C)C)C(=O)OC(C)(C)C	x	-1.9%
O=C(CSc1nnnn1C1CCCC1)N1CCCc2ccccc21	x	0.8%
CCCCOc1ccc(-c2nnn(CC(=O)NCc3ccco3)n2)cc1	-1.0	4.9%
C=CCn1c(=N)c(C(=O)NCCCOC)cc2c(=O)n3ccccc3nc21	x	-1.1%
Brc1cccc(OCCN2CCCCC2)c1	-9.2	-0.2%
COc1ccc(N2C(=O)C(Cl)=C(N3CCN(Cc4ccccc4)CC3)C2=O)cc1	x	3.2%
CC1(C(=O)Nc2nccs2)Cc2ccccc2C(=O)O1 (stereo not given)	9.7	-6.8%
Cc1ccc(NS(=O)(=O)c2cccc(C(=O)NNC(=O)NC3CCCCC3)c2)c(C)c1	-4.2	-2.1%
CCOC(=O)N1CCN(c2nc(-c3cccs3)cc(C(F)(F)F)n2)CC1	x	5.8%
CCOC(=O)C1=C(C)OC(N)=C(C#N)C1c1c(C)nn(-c2ccc(C)cc2)c1Cl (stereo not given)	8.3	x
COc1cccc(C(O)c2cnc(C(C)C)n2C)c1 (stereo not given)	2.1	-0.6%
Cc1cc(C)cc(OCc2ccc(C(=O)NN)o2)c1	-4.4	2.5%
COc1ccc(C(=O)NCc2nnc(SCC(=O)N3CCc4ccccc43)n2C2CCCCC2)cc1	17.2	-4.5%
Cc1ccc2nc(N3C(=O)CNC3=S)sc2c1	4.7	6.1%

In the list so far, these have two or more sulfur atoms:
SMILES	Mtb RmlCD inh	M. tuberculosis GlmU
N#Cc1c(NC(=O)CSc2nnc(-c3ccccc3O)n2-c2ccccc2)sc2c1CCCC2	-8.6	7.0%
O=C(NCCc1ccccc1Cl)C1CCN(S(=O)(=O)c2cccs2)CC1	x	-1.7%
COCCn1c(=NC(=O)c2ccc(S(=O)(=O)N3CCc4ccccc4C3)cc2)sc2cc(S(N)(=O)=O)ccc21	-3.9	4.9%
Cc1ccc2nc(N3C(=O)CNC3=S)sc2c1	4.7	6.1%

Other results
SMILES	Mtb RmlCD inh	M. tuberculosis GlmU
COCCCNC(=O)c1ccc(CS(=O)(=O)c2ccc(OC)cc2)o1	5.1	-1.9%
Cc1ccc(C)c2[nH]c(=O)c(CCNC(=O)c3ccc4c(c3)OCO4)cc12	4.7	-5.3%
CCC(=O)N1CCc2cc(Br)cc(S(=O)(=O)CCC(=O)NCc3ccco3)c21	x	1.6%
CCCCn1c(=O)c(C(=O)N/N=C/c2ccc(F)cc2)c(O)c2ccccc21	-11.2	-4.3%
O=C(CNc1ccc2ccccc2c1)NNC1=NCCC1	x	-2.7%
CC(=O)c1ccc(N(C(=O)Cn2nnc3ccccc32)C(C(=O)NCc2ccccc2)c2ccccn2)cc1 (stereo not given)	2.4	1.9%
CC(C)(C)c1cc(NC(=O)CCl)n(-c2ccccc2)n1	x	-0.4%
Cc1ccc(C(=O)N(CN2CCCC2=O)c2ccc(F)cc2)cc1C	x	1.5%
Cc1ccc(C2=NOC(C)(c3nnc(-c4cccc(Cl)c4)o3)C2)cc1 (stereo not given)	x	0.0%
COc1ccccc1-c1noc(CCC(=O)Nc2cccc(C(F)(F)F)c2)n1	7.9	-1.5%
COc1ccc(CC(NC(C)=O)C(=O)NC2CCN(c3ncccc3[N+](=O)[O-])CC2)cc1 (stereo not given)	3.9	-1.7%
Cc1cc(=O)oc2cc(OCc3ccc(C(=O)N4CCN(c5ccccc5)CC4)cc3)ccc12	-16.1	1.2%
CCn1c(-c2cc(-c3cc(C)ccc3C)nc3ccccc23)n[nH]c1=S	x	4.0%
O=C(Nc1ccc2c(c1)OCO2)c1cc2ncc(Br)cn2n1	33.9	-6.5%
Cc1ccc(-c2nnc(-c3ccccc3)o2)cc1Br	x	0.7%
CCn1nc(C)c(/C=N/NC(=O)Cn2cncn2)c1C	-0.5	4.3%
O=[N+]([O-])c1cccc(-c2cn(-c3ccccc3)c(=S)[nH]2)c1	7.2	6.0%
COC(=O)C1=C(C)Nc2nc(-c3ccccc3)nn2C1c1ccc(C)o1 (stereo not given)	11.2	4.3%
CCOC(=O)/C(C#N)=C/c1ccc(N2CCN(Cc3ccccc3)CC2)cc1	12.3	-6.5%
O=C(CCc1nnc(Cc2cccc(C(F)(F)F)c2)o1)NC1CC1	x	-0.5%
CCC(=O)Nc1cccc(-c2nnc(SCC(=O)NCc3ccco3)n2C)c1	-11.1	x
O=C(C1CC1)N(CCc1ccccc1)Cc1nc2ccccc2c(=O)[nH]1	x	-2.1%
C=CCn1c(O)c(C(C)=NCCc2ccccc2)c(=O)[nH]c1=O	x	2.2%
Cc1cc(C(=O)N/N=C/c2ccc([N+](=O)[O-])cc2)c(C)o1	x	-1.2%

Three compounds from above, sorted by length of the SMILES, rising:
SMILES	Mtb RmlCD inh	M. tuberculosis GlmU
C=CCn1c(O)c(C(C)=NCCc2ccccc2)c(=O)[nH]c1=O	x	2.2%
CCC(=O)Nc1cccc(-c2nnc(SCC(=O)NCc3ccco3)n2C)c1	-11.1	x
CCn1c(-c2cc(-c3cc(C)ccc3C)nc3ccccc23)n[nH]c1=S	x	4.0%

(list continues)
SMILES	Mtb RmlCD inh	M. tuberculosis GlmU
CCOc1ccc(S(=O)(=O)N2CCN(C)CC2)c(C)c1C	0.6	1.0%
CCCCCCCc1c(C)nc(N2CCOCC2)[nH]c1=O	7.9	-2.7%
CC(=O)Nc1ccc(-c2cc(-c3ccc(NC(C)=O)cc3)nc(-c3ccccc3)n2)cc1	-4.8	-3.2%
O=C(Nc1nc(-c2ccccc2)c(-c2ccccc2)o1)c1ccc(F)cc1	9.0	-4.6%
Cc1cc(C)nc(N2CCN(C(=O)CCC(=O)Nc3nnc(C(C)C)s3)CC2)n1	6.8	-2.5%
COc1cccc(-c2nc(CCl)cs2)c1OC	-2.3	-7.4%
O=C(OC1CCOC1=O)c1cc(-c2cccc(Br)c2)nc2ccccc12 (stereo not given)	-4.9	-1.6%
COC(=O)Nc1ccc(Oc2ccccc2)cc1	5.2	1.5%
O=C(NCc1cccc(C(F)(F)F)c1)C1CC(c2ccccc2[N+](=O)[O-])=NO1 (stereo not given)	-5.6	-2.5%
CC1=C(C#N)C(c2ccc(O)cc2)C2=C(CC(C)(C)CC2=O)N1 (stereo not given)	-10.7	2.3%
Cc1ccc(NS(=O)(=O)c2sc3ccc(Cl)cc3c2C)cc1	x	-7.8%
O=C(O)c1ccc(NS(=O)(=O)c2ccc(Cl)cc2)cc1	105.8	0.4%
O=C(c1cccc(F)c1)N1CCC(c2nc3ccccc3s2)CC1	11.9	-2.5%
O=C1c2cccnc2C(=O)N1CO	-14.3	2.8%
Cc1ccc(-c2nn(-c3ccccc3)c3[nH]c(=O)c(CNCc4ccccc4)cc23)cc1	x	1.1%
c1ccc(CCNc2ncnc3c2cnn3-c2ccccc2)cc1	x	2.9%
CCCCNC(=O)CSc1nc(O)cc(=O)n1C1CCCC1	4.6	1.9%
CCCCCC(=O)Nc1ccccc1N1CCN(c2ccccc2)CC1	-2.1	-1.9%
CCCC(C(=O)NCc1ccco1)N(C(=O)CNS(=O)(=O)c1ccccc1)C1CCCC1 (stereo not given)	-16.7	2.7%
CCN(CC)c1ccc(C2C(C(=O)OCCOC(C)C)=C(C)NC3=C2C(=O)CCC3)cc1 (stereo not given)	6.8	u
CS(=O)(=O)NCc1nnc(SCC(=O)NC2CCCCC2)n1-c1ccc(F)cc1	-11.8	2.5%
Cc1cc(S(N)(=O)=O)c(N)c(S(N)(=O)=O)c1	-8.0	6.6%
CN(C)S(=O)(=O)c1ccc(NC(=O)CN2CCCc3ccccc32)cc1	-12.3	-7.2%
Cc1ccc(NC(=O)c2ccco2)c(NC(=O)CN2C(=O)c3ccccc3C2=O)c1	x	-1.9%

Full records from above. Values in the order: Mtb RmlCD inh | M. tuberculosis GlmU
CS(=O)(=O)NCc1nnc(SCC(=O)NC2CCCCC2)n1-c1ccc(F)cc1 is listed with -11.8 | 2.5%
O=C(c1cccc(F)c1)N1CCC(c2nc3ccccc3s2)CC1 is listed with 11.9 | -2.5%

The list goes on:
SMILES	Mtb RmlCD inh	M. tuberculosis GlmU
N#CCCn1cc(/C=N/O)c(-c2cccc([N+](=O)[O-])c2)n1	-4.0	-4.8%
O=C(CC1SC2=NCCN2C1=O)Nc1ccc(Br)cc1 (stereo not given)	x	-3.3%
O=C(N/N=C/c1ccccn1)c1cc(-c2ccc3ccccc3c2)n[nH]1	10.9	1.1%
Cc1occc1-c1nnc(SCC(=O)NC(=O)NC(C)C)n1N	-5.9	2.3%
COc1cc(OC)cc(C(=O)NC2CCSC2=O)c1 (stereo not given)	1.1	5.9%
CSc1nnc(C2CCCN2)n1C (stereo not given)	23.7	4.0%
COc1cc(S(=O)(=O)N(Cc2ccccc2)Cc2ccccn2)ccc1-n1cnnn1	x	0.1%
CCOC(=O)c1sc(N(Cc2ccccc2)C(=O)COC(=O)c2cnccn2)nc1C	-6.2	5.5%
CC1C(=O)C(C)C(c2ccco2)NC1c1ccco1 (stereo not given)	x	-6.9%
CCC(=NCCN1CCOCC1)c1c(O)n(-c2ccccc2C)c(=O)[nH]c1=O	2.4	-3.4%
COc1cc(-c2nc(-c3ccc(NC(=O)c4ccc(Br)o4)cc3)no2)cc(OC)c1OC	-12.7	1.3%
CC(C)(C)C1CCc2[nH]nc(C(=O)O)c2C1 (stereo not given)	6.9	-0.8%
CCC(C)NC(=S)N(CCc1ccccc1)Cc1cc2cc(OC)c(OC)cc2[nH]c1=O (stereo not given)	6.1	5.4%
Cc1cc(C)n(C(=O)CNC(=O)COc2ccccc2)n1	x	3.2%
O=C(Cc1cc(=O)[nH][nH]1)N/N=C/c1ccccc1[N+](=O)[O-]	-3.5	6.8%
COC(=O)c1ccc(/C=C/C(=O)c2ccc(OC)cc2)cc1	-7.2	-0.3%
